PAX8 reporter: PAX8 transcriptional activity inhibition; RMG-I TPO-luciferase reporter, SteadyGlo, 24 h; inhibition, % at 12.6 µM; 360,000 compounds, 1.2% hits;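 active = mean replicate inhibition at least 60% with every replicate also reaching 60%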;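 note: luciferase light reporting Pax8 driven TPO promoter activity; plate controls were median of neutral control wells for no effect and mitoxantrone controls for full effect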
ARNT-TACC3 inh: ARNT/TACC3 interaction disruption; Q9Y6A5; AlphaScreen His-ARNT PAS-B/GST-TACC3 binding, luminescence; TACC3 fragment carries E629A point mutation; inhibition, % at 9.99 µM; 390,000 compounds, 0.66% hits; AID 623870;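 active = mean inhibition of replicates at least 50% and at least half of replicates each reaching 50%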;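 note: 0% = complete ARNT plus TACC3 wells and 100% = ARNT alone without TACC3; many hits fall short of the cut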
PglD DTNB: PglD (C. jejuni) enzyme inhibition; purified PglD enzyme, DTNB colorimetric CoA detection; inhibition, % at 12.5 µM; 360,000 compounds, 0.098% hits; in the data active = inhibition above about 16%, passing the limit was not always enough; note: strong numbers were not always called active
Statin myotox sup: suppressors of simvastatin-induced myotoxicity in C2C12 myotubes; ATP luminescence, 48 h; scaled: DMSO 0, geranylgeraniol control 100; 330,000 compounds, 0.78% hits; rescue of ATP level, % at 7.49 µM;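 active = mean ATP rescue above about 67%, or every replicate alone reaching that limit, limit read from the data, passing the limit was not always enough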;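 note: myotubes were challenged with 10 µM simvastatin during compound exposure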
PGC1a acetyl inh: PGC1a acetylation modulation, inhibitor mode; U2OS PGC1a acetylation, AlphaScreen anti-acetyl-lysine; with virally co-expressed GCN5 acetyltransferase; inhibition, % at 15.6 µM; 350,000 compounds, 0.17% hits; AID 651687;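 active = every replicate shows inhibition of at least 40%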;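 note: 0% = neutral control wells and 100% = positive control wells; some results beyond the cut were filed as inactive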
GSIS activator: primary screen for activators of insulin secretion dependent on glucose, INS-1E cells, GLuc reporter luminescence. 370,000 compounds, 0.61% hits. AID 743287. INS-1E GLuc reporter insulin secretion, 2-3 h. activation, % at 16.6 µM;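 active = lowest replicate activation of at least 40%, so every replicate reaches that level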;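 note: 0% = median of neutral control wells and 100% = median of IBMX positive control wells; some compounds called inactive have numbers as strong as hits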
Cneo AK release: Cryptococcus neoformans lysis via adenylate kinase release. C. neoformans lysis, adenylate kinase release luminescence, 4 h; normalised: neutral wells 0, clomiphene wells 100. lysis activity, % at 15 µM. 360,000 compounds, 0.2% hits;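 active = mean lysis activity across replicates of at least 80%, whatever share of replicates individually reach that level; inactive = mean lysis activity below 80%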
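Signal: Adenylate kinase release luminescence | Assay system: Log-phase Cryptococcus neoformans yeast cells | Input: Cells at 5 × 10^6 per mL | Buffer or medium: Fresh YPD growth medium | Compound: Single dose | Schedule: Static 4 h at 37 °C with compound, 1 h detection | Controls: Clomiphene | Read-out: Luminescence rise reflecting yeast cell lysis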
LGR2 antag: blocks bursicon-induced cAMP signaling via Drosophila LGR2 | inhibition, % at 9.99 µM | AID 720647 | 380,000 compounds, 0.35% hits | HEK293 LGR2, CRE-luciferase, bursicon-stimulated, 4 h;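 active = drop in luminescence signal, shown as inhibition above about 50% in the replicate tests, limit read from the data, passing the limit was not always enough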;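 note: agonist challenge used bursicon conditioned medium at about half maximal strength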
* marks the source's active call; other numbers are inactive results; . = not tested or not shown.

SMILES | PAX8 reporter | ARNT-TACC3 inh | PglD DTNB | Statin myotox sup | PGC1a acetyl inh | GSIS activator | Cneo AK release | LGR2 antag
NCCCNCCCCNCCCN | . | -22.4 | -5.5 | -4.4 | 0.4 | 4.5 | 0.9 | 14.8
CC(C)CC1C(C#N)=C(N)OC2=C1C(=O)CC(c1ccccc1)C2 (configuration not stated) | 2.4 | -1.9 | . | . | 3.8 | -16.7 | . | -15.7
Cc1c(Br)c(=O)oc2c(Br)c(O)c(O)cc12 | 16.7 | 5.3 | . | . | . | -12.8 | . | 9.6
Cc1ccc(C(=O)Cc2ccccc2)cc1 | -105.6 | -20.8 | . | 1.4 | -13.1 | 0.9 | . | -126.0
CO[C@@H]1CN(C)C(=O)c2ccc(NC(=O)c3ccccc3)cc2OC[C@@H](C)NC[C@H]1C | -7.7 | -0.7 | 1.8 | -2.5 | 1.4 | 10.7 | -2.5 | 19.1
CCN1CCN(c2ccc(NC(=O)COc3ccc(Cl)cc3C)cc2)CC1 | 9.9 | . | 1.3 | -3.7 | -2.2 | 31.2 | 0.4 | -3.0
COc1ccc(N(CC(=O)NCc2ccccn2)S(=O)(=O)c2ccccc2[N+](=O)[O-])c(OC)c1 | -7.5 | 7.9 | . | . | . | -4.2 | . | 21.7
C[C@H](CO)N1C[C@H](C)[C@@H](CN(C)C(=O)Nc2cccc3ccccc23)Oc2ccc(NS(C)(=O)=O)cc2CC1=O | -9.9 | . | . | . | 3.6 | 8.4 | . | 12.3
CCn1c(N)nc2c1c(=O)n(C)c(=O)n2C | 12.6 | 0.5 | -5.6 | -4.9 | -4.9 | 7.7 | -0.6 | -8.4
CC(C)NC(=O)N1CCCCN2[C@H](CO)[C@@H](c3ccc(C#C[C@H](C)O)cc3)[C@H]2C1 | 17.7 | -1.1 | -0.3 | . | 10.9 | 4.0 | -3.2 | 12.1
Cc1cc2oc(=O)cc(CN3CCN(S(=O)(=O)c4cccs4)CC3)c2cc1C | 5.0 | 0.1 | 5.0 | . | -18.1 | -11.9 | 0.9 | -6.9
CC1CCCC(NC(=O)COC(=O)c2cccc(S(=O)(=O)N3CCCCC3)c2)C1C (configuration not stated) | 5.0 | . | . | -9.8 | 5.0 | -21.8 | . | 2.7
CCCC(=O)Nc1ccc2c(c1)C(=O)N(C)[C@H]1CC[C@@H](CC(=O)N3CCc4ccccc4C3)O[C@H]1CO2 | 10.8 | 7.9 | -1.6 | -11.5 | -10.9 | -11.3 | -2.0 | 4.6
COC(=O)Cc1ccc(OC2(C)CCN(Cc3csc4ccccc34)C2)cc1 (configuration not stated) | -5.6 | . | -1.2 | -4.6 | 13.2 | -0.2 | 6.1 | 3.3
CCCC[C@@H](CNC)NC[C@H](Cc1ccc(O)cc1)NCCc1ccc(OCC)cc1 | 52.6 | 23.7 | 3.0 | -71.0 | -7.4 | -25.4 | -1.3 | 18.2
N#Cc1cc2c(nc1SC1CCCCC1O)CCCC2 (configuration not stated) | . | -10.0 | -1.6 | 15.6 | -15.0 | . | 1.2 | .
O=C(CSc1n[nH]c(=O)[nH]c1=O)Nc1ccc(C(=O)O)cc1 | 0.8 | -2.7 | . | . | . | 13.2 | . | 10.9
C[C@H]1CN([C@@H](C)CO)C(=O)Cc2cc(NC(=O)C3CCCCC3)ccc2O[C@@H]1CN(C)Cc1ccc(Cl)c(Cl)c1 | -17.5 | . | 3.0 | 64.2 | -1.8 | -3.8 | -2.6 | -9.2
CC(C)C(=O)N1CCN(c2ccc([N+](=O)[O-])cc2Cl)CC1 | 36.8 | -2.5 | . | . | . | -4.0 | . | -13.6
O=S(=O)(c1cccs1)N1CCCCN2[C@H](CO)[C@H](c3ccc(C4=CCCC4)cc3)[C@H]2C1 | -9.7 | 13.1 | 2.3 | -20.6 | -10.8 | -24.5 | 1.6 | 8.6
CCC(=O)N1CCC2(CC1)Oc1ccc(Cl)cc1C(=O)C21CC(c2ccccc2)=NO1 (configuration not stated) | 14.0 | 2.5 | 6.1 | 2.2 | . | -12.9 | 2.5 | -6.2
Cc1ccc2c(c1)c(N=NC(N)=O)c(O)n2C | 9.3 | 15.5 | . | 5.6 | 10.9 | 0.5 | . | -2.5
COc1cccc(C(=O)NCCS(=O)(=O)NCc2ccc(Cl)cc2)c1 | 15.7 | 15.8 | 4.7 | 0.2 | . | -12.7 | -0.1 | -33.5
CCn1c(CSCc2ccc(C)cc2)nnc1SCC(=O)NCc1ccccc1 | . | -1.3 | -2.2 | 5.3 | . | . | -4.6 | .
OC[C@@H]1[C@@H](c2ccccc2)C2(CN(Cc3cccnc3)C2)N1Cc1cccnc1 | -6.1 | . | . | . | 5.2 | 7.9 | . | 16.4
CCN1CCN(C(c2ccccc2OC)c2nnnn2C2CCCCC2)CC1 (configuration not stated) | . | -7.1 | -2.4 | . | -10.6 | . | 2.5 | .
COC[C@@H]1CCCN1[C@H]1CS(=O)(=O)N[C@@H]1COCc1ccccc1 | -19.9 | . | 1.7 | 2.5 | -5.6 | -2.1 | 0.8 | -1.8
COc1ccc(-n2nnnc2CNC(=O)C(=O)c2c[nH]c3ccccc23)cc1 | 16.3 | -2.7 | . | . | . | 7.5 | . | 13.6
CCc1noc(C)c1C(=O)OCC(=O)N(CC)c1c(N)n(Cc2ccccc2)c(=O)[nH]c1=O | -7.1 | -4.8 | 2.9 | 7.8 | -3.6 | 12.2 | 0.9 | -3.7
CC1=CC(=O)C(C(C)=Nc2ccccc2[N+](=O)[O-])C(=O)O1 (configuration not stated) | 7.1 | -5.8 | -3.3 | 9.2 | -0.7 | -2.7 | -0.6 | 10.8

Ordered by SMILES length (low to high): part of the list above
SMILES | PAX8 reporter | ARNT-TACC3 inh | PglD DTNB | Statin myotox sup | PGC1a acetyl inh | GSIS activator | Cneo AK release | LGR2 antag
CCN1CCN(C(c2ccccc2OC)c2nnnn2C2CCCCC2)CC1 (configuration not stated) | . | -7.1 | -2.4 | . | -10.6 | . | 2.5 | .
COc1cccc(C(=O)NCCS(=O)(=O)NCc2ccc(Cl)cc2)c1 | 15.7 | 15.8 | 4.7 | 0.2 | . | -12.7 | -0.1 | -33.5
O=C(CSc1n[nH]c(=O)[nH]c1=O)Nc1ccc(C(=O)O)cc1 | 0.8 | -2.7 | . | . | . | 13.2 | . | 10.9
COc1ccc(-n2nnnc2CNC(=O)C(=O)c2c[nH]c3ccccc23)cc1 | 16.3 | -2.7 | . | . | . | 7.5 | . | 13.6
COC[C@@H]1CCCN1[C@H]1CS(=O)(=O)N[C@@H]1COCc1ccccc1 | -19.9 | . | 1.7 | 2.5 | -5.6 | -2.1 | 0.8 | -1.8
CCC(=O)N1CCC2(CC1)Oc1ccc(Cl)cc1C(=O)C21CC(c2ccccc2)=NO1 (configuration not stated) | 14.0 | 2.5 | 6.1 | 2.2 | . | -12.9 | 2.5 | -6.2
CCc1noc(C)c1C(=O)OCC(=O)N(CC)c1c(N)n(Cc2ccccc2)c(=O)[nH]c1=O | -7.1 | -4.8 | 2.9 | 7.8 | -3.6 | 12.2 | 0.9 | -3.7
O=S(=O)(c1cccs1)N1CCCCN2[C@H](CO)[C@H](c3ccc(C4=CCCC4)cc3)[C@H]2C1 | -9.7 | 13.1 | 2.3 | -20.6 | -10.8 | -24.5 | 1.6 | 8.6
C[C@H]1CN([C@@H](C)CO)C(=O)Cc2cc(NC(=O)C3CCCCC3)ccc2O[C@@H]1CN(C)Cc1ccc(Cl)c(Cl)c1 | -17.5 | . | 3.0 | 64.2 | -1.8 | -3.8 | -2.6 | -9.2

(listing goes on)
SMILES | PAX8 reporter | ARNT-TACC3 inh | PglD DTNB | Statin myotox sup | PGC1a acetyl inh | GSIS activator | Cneo AK release | LGR2 antag
COCCCNC(=O)C(C)N1c2cccc3cccc(c23)S1(=O)=O (configuration not stated) | 4.1 | -1.9 | 0.4 | -4.4 | . | 3.7 | -0.4 | -5.4
COc1ccc(OCC(=O)NNC(=O)Cn2c(=O)cnc3ccccc32)cc1 | -26.2 | . | 0.3 | 0.1 | 1.4 | 76.0* | -0.7 | -7.6
CN(C)S(=O)(=O)NC(c1ccccc1)c1ccccc1 | . | . | -5.1 | 16.6 | -10.3 | . | 0.1 | .
O=S(=O)(c1ccc2c(c1)OCCO2)N1CCC(c2nc3ccccc3s2)CC1 | . | 1.6 | 3.3 | -15.5 | -7.4 | -5.1 | -0.3 | 20.6
CCOc1nc(Nc2ccc(OC)cc2)nc(N2CCOCC2)n1 | 29.5 | -8.6 | 0.1 | -7.9 | 5.8 | 11.7 | -0.3 | 2.3
Cc1c(Br)c([N+](=O)[O-])nn1C(C)C(=O)NCc1cccnc1 (configuration not stated) | . | 3.6 | -4.7 | 6.9 | 0.1 | . | 1.5 | .
CC(=O)N(C)C[C@@H]1Oc2ncc(-c3cccc(C#N)c3)cc2C(=O)N([C@H](C)CO)C[C@H]1C | 4.6 | -3.4 | -1.0 | -2.1 | -0.2 | 27.4 | -12.7 | -0.4
O=Cc1ccc2oc3nc4n(c(=O)c3c(=O)c2c1)CCCS4 | -9.7 | 6.7 | -1.0 | . | . | . | 0.1 | .
N#Cc1cccc(-n2nnnc2-c2ccccn2)c1 | -5.3 | 2.2 | 4.2 | -1.4 | -0.9 | . | 1.5 | .
O=C(O)CC1SC(=Nc2cccc(O)c2)NC1=O (configuration not stated) | . | 3.1 | -1.0 | 3.3 | . | . | 0.6 | .
CO[C@H]1CC[C@@H]2CCN(C)C(=O)[C@@H](C)N(C)C(=O)c3cccc(C#N)c3OC[C@H]1O2 | -0.1 | -5.6 | 1.2 | 5.8 | . | 14.6 | 5.5 | 9.2
COCCCN1CN(Cc2ccccc2)CNC1=S | -9.2 | -37.5 | . | . | . | -1.2 | . | 8.9
CCC(C)NC(=O)Cc1c(OC)ccc2cc(Br)ccc12 (configuration not stated) | -9.7 | -2.3 | . | 10.9 | -3.8 | -6.4 | . | -1.9
Cc1c(C)n(CCCN(C)C)c2ncnc(NC3CCCCC3)c12 | 2.4 | 12.1 | . | -2.1 | . | 62.0 | . | -14.5
CCc1ccc(C(C)NC(=O)c2cc(C)oc2C)cc1 (configuration not stated) | 16.8 | -0.8 | -0.4 | 6.0 | 2.3 | . | -0.1 | .
COc1cc(NC(=O)Cn2cnc(S(=O)(=O)N3CCCC3)c2)cc(OC)c1OC | -26.1 | 1.2 | 4.0 | 9.3 | 0.4 | -11.7 | 2.9 | 0.0
O=C(NNc1c(Cl)cc(Cl)cc1Cl)C1CCC1 | 24.2 | -10.2 | . | . | . | -16.6 | . | 5.9
Cc1noc(C)c1NC(=O)Nc1ccc2c(c1)CC(=O)N([C@H](C)CO)C[C@H](C)[C@@H](CN(C)C(=O)NC1CCCCC1)O2 | -1.3 | -2.2 | -0.8 | 9.1 | 8.6 | 5.8 | -4.0 | 2.5
N#C[C@H]1[C@@H](c2ccccc2C2=CCCCC2)[C@H](CO)N1C(=O)c1ccccn1 | -0.7 | . | . | . | -3.0 | -13.2 | . | 10.0
CCSc1nc(=O)n(-c2ccccc2)c(C)c1C(C)=S | 3.2 | -4.2 | 1.8 | 2.8 | -0.7 | . | 5.4 | .
Cc1cc(S(=O)(=O)N2CCCC(N(C)CCc3ccccn3)C2)c(C)cc1Cl (configuration not stated) | 3.5 | 9.1 | 3.5 | -9.7 | 7.0 | -27.8 | -0.8 | -1.1

Assay outcomes as filed in PubChem.
